Screening results as filed in PubChem.
XIAP displacement – small molecules displacing peptide from XIAP – biochemical, IAP family, fluorescence polarization (AID 1018). XIAP BIR domain, fluorescence polarization peptide displacement; higher % means a stronger effect. displacement, % at 20 µM; hits with a dose series show IC50 in µM. 0.007% of 200,000 active; in the data active = displacement above about 50%; note: a part of the inactive calls stands beside numbers as strong as those of hits
NS5 inhibitors – Dengue-2 NS5 methyltransferase inhibitors, primary screen, biochemical, confirmation dose response (AID 588689) | one-dose inhibition, % at 25 µM; IC50 in µM for titrated hits | 0.3% of 340,000 active | Dengue-2 NS5 methyltransferase capping enzyme assay, biochemical; higher % means a stronger effect; in the data active = a potency from the dose series; inconclusive = inhibition above about 29% without an active follow-up result
Rac1 GTP hydrolysis – MgcRacGAP GTPase-activating activity inhibitors, confirmation, biochemical, ADP Hunter fluorescence. AID 624330. MgcRacGAP-stimulated Rac1 GTP hydrolysis, ADP Hunter fluorescence; higher % means a stronger effect; GST-tagged Rac1 F28L mutant substrate. inhibition, % at 30 µM, or IC50 in µM where a hit was titrated. 0.6% of 340,000 active;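 active = first-screen hits whose inhibition reached a set limit at any dose in the follow-up dose series; inconclusive = inhibition above the set first-screen limit but never retested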;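 note: fluorescence reports GDP produced by GAP-driven GTP hydrolysis; strong numbers were not always called active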
HIV fusion peptide – inhibitors of HIV fusion peptide binding, primary screen, biochemical, uHTS, fluorescence dequenching (AID 1986) | cell-free peptide binding, fluorescence dequenching, 30 min; higher % means a stronger effect | inhibition, % at 20 µM, or IC50 in µM where a hit was titrated | 0.3% of 290,000 active; in the data active = inhibition mostly above about 52%, no sharp cut-off; inactive = mostly below about 76%; note: some results filed as inactive read as strong as hits
LYP inhibition – inhibitors of LYP phosphatase, biochemical, fluorescence intensity, uHTS (AID 1779). recombinant LYP phosphatase, fluorescence intensity; higher % means a stronger effect. 0.054% of 290,000 active. one-dose inhibition, % at 11.5 µM; IC50 in µM for titrated hits; in the data active = inhibition above about 50%;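 note: plate controls were vehicle with enzyme for no effect and no enzyme for full effect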
SIAH1 antagonists – Siah-1 peptide-binding antagonists, primary screen, biochemical, fluorescence polarization, rhodamine-plectin, uHTS (AID 1817) | Siah-1 / rhodamine-plectin peptide fluorescence polarization; higher % means a stronger effect | one-dose displacement, % at 20 µM; IC50 in µM for titrated hits | 0.02% of 290,000 active;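 active = displacement of at least 50% at 20 µM, with a fluorescence ratio check between 0.3 and a set limit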;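 note: plate controls were Siah plus tracer with DMSO for no effect and tracer alone without Siah for full effect; strong numbers were not always called active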
SV40 large T antigen – TAg ATPase/helicase activity blockers – biochemical (AID 1903); SV40 large T antigen ATPase/helicase inhibition assay; higher % means a stronger effect; one-dose inhibition, % at 20 µM; IC50 in µM for titrated hits; 0.39% of 310,000 active; in the data active = a potency from the dose series; inconclusive = inhibition mostly from about 32% at the one dose, without a potency; inactive = the rest, 99 in 100 with inhibition below about 32%; note: strong numbers were not always called active
AID2073 – inhibitors of Mint1-CaV2.2 protein interaction, biochemical, HTRF (AID 2073) | HTRF protein-protein interaction, Mint1-CaV2.2; higher % means a stronger effect | one-dose inhibition, % at 20 µM; IC50 in µM for titrated hits | 0.19% of 290,000 active; in the data active = inhibition mostly above about 51%, no sharp cut-off; inconclusive = no clear call, values can overlap the other calls; inactive = mostly below about 53%; note: some results filed as inactive read as strong as hits
RSV CPE inhibition – inhibition of RSV-induced cytopathic effect – HEp-2 cells, primary 10 µM value included (AID 2391); HEp-2 cells, RSV-induced CPE inhibition; higher % means a stronger effect; CPE inhibition, % at 10 µM; hits with a dose series show IC50 in µM; 0.13% of 310,000 active; in the data active = a potency from the dose series; inconclusive = CPE inhibition mostly from about 23% at the one dose, without a potency; inactive = the rest, 99 in 100 with CPE inhibition below about 21%; note: strong numbers were not always called active
The depositor's hits bear a star.

For CN(C)S(=O)(=O)c1ccc(N2CCOCC2)nc1 the results were XIAP displacement -0.8%, NS5 inhibitors 4.8%, Rac1 GTP hydrolysis 7.5%, HIV fusion peptide 0.9%, LYP inhibition 0.3%, SIAH1 antagonists 0.5%, SV40 large T antigen -2.8%, AID2073 -5.3% and RSV CPE inhibition -1.0%.
`O=C(N/N=C/c1ccc(COc2ccc(Br)cc2)o1)c1ccco1` gave XIAP displacement 2.1%, NS5 inhibitors 1.3%, Rac1 GTP hydrolysis 7.1%, HIV fusion peptide -1.9%, LYP inhibition -1.5%, SIAH1 antagonists 8.6%, SV40 large T antigen 8.6%, AID2073 7.1% and RSV CPE inhibition 2.1%.
O=S(=O)(c1ccc(Br)cc1)N1CCN(Cc2ccco2)CC1 was read as NS5 inhibitors -8.1%, Rac1 GTP hydrolysis 9.0%, HIV fusion peptide 1.2%, LYP inhibition -7.7%, SIAH1 antagonists 6.8%, SV40 large T antigen 2.6%, AID2073 -3.9% and RSV CPE inhibition 1.5%.
Screening Cc1ccccc1CN1CCN(C(=O)c2cccc(F)c2)CC1 returned XIAP displacement -0.1%, NS5 inhibitors -1.5%, Rac1 GTP hydrolysis 10.5%, HIV fusion peptide 0.6%, LYP inhibition -7.1%, SIAH1 antagonists 5.0%, SV40 large T antigen 4.0%, AID2073 -4.2% and RSV CPE inhibition 2.7%.
CCn1c(CCNC(=O)c2ccco2)nc2ccccc21 was read as NS5 inhibitors -0.9%, Rac1 GTP hydrolysis 6.4%, HIV fusion peptide 1.5%, LYP inhibition -7.8%, SIAH1 antagonists -2.5%, SV40 large T antigen 3.2%, AID2073 3.5% and RSV CPE inhibition 4.2%.
For CCOc1ccc(OCC)c(NC(=O)CCSCCc2ccccn2)c1 the results were XIAP displacement 0.4%, NS5 inhibitors 3.8%, Rac1 GTP hydrolysis 1.4%, HIV fusion peptide 0.6%, LYP inhibition 0.5%, SIAH1 antagonists 7.2%, SV40 large T antigen 16.8%, AID2073 inconclusive and RSV CPE inhibition 3.2%.
O=C(CCC1CCCN(C(=O)c2ccsc2)C1)NCc1ccc(F)c(F)c1 (configuration not stated) was read as XIAP displacement -6.8%, NS5 inhibitors -9.7%, Rac1 GTP hydrolysis 6.8%, HIV fusion peptide -1.0%, LYP inhibition -5.6%, SIAH1 antagonists 3.3%, SV40 large T antigen 2.1%, AID2073 -4.6% and RSV CPE inhibition -0.3%.
For Cc1ccc(C)c(OCCC(=O)OCC(=O)NC2CCS(=O)(=O)C2)c1 (configuration not stated) the results were NS5 inhibitors -4.4%, Rac1 GTP hydrolysis 3.8%, SV40 large T antigen 15.7% and RSV CPE inhibition -1.3%.
O=[N+]([O-])c1ccc(Nc2ccccn2)c([N+](=O)[O-])c1 was read as XIAP displacement -9.7%, NS5 inhibitors -9.5%, Rac1 GTP hydrolysis 1.8%, HIV fusion peptide -2.2%, LYP inhibition -5.5%, SIAH1 antagonists -4.9%, SV40 large T antigen 24.8%, AID2073 -1.0% and RSV CPE inhibition -1.6%.
`Cc1cc(C)cc(NC(=O)N2CCN(C/C=C/c3ccccc3)CC2)c1` gave XIAP displacement -10.0%, Rac1 GTP hydrolysis -1.7%, HIV fusion peptide -0.5%, LYP inhibition 4.0%, SIAH1 antagonists 3.7%, SV40 large T antigen 6.7%, AID2073 -1.4% and RSV CPE inhibition -0.1%.
Screening O=C(Nc1ccccc1N1CCOCC1)C1(c2ccc(Cl)cc2)CCC1 returned XIAP displacement -5.1%, NS5 inhibitors -12.7%, Rac1 GTP hydrolysis 8.1%, HIV fusion peptide 1.7%, LYP inhibition 2.5%, SIAH1 antagonists -2.8%, SV40 large T antigen -3.6%, AID2073 -9.6% and RSV CPE inhibition 13.1%.
Screening CCOc1cc2c(cc1OCC)C(c1ccc(OC)c(OC)c1)N(c1ccc(C(=O)O)cc1)C(=O)C2 (configuration not stated) returned XIAP displacement -6.2%, NS5 inhibitors -2.3%, Rac1 GTP hydrolysis 4.8%, HIV fusion peptide -1.7%, LYP inhibition 1.4%, SIAH1 antagonists 9.3%, SV40 large T antigen 14.2%, AID2073 -4.3% and RSV CPE inhibition 1.9%.
Screening CC(C)c1cccc(OCCCCN(C)C)c1 returned XIAP displacement -7.4%, NS5 inhibitors 4.2%, Rac1 GTP hydrolysis 30.9%, HIV fusion peptide -0.7%, LYP inhibition -13.6%, SIAH1 antagonists 1.6%, SV40 large T antigen 5.8%, AID2073 0.8% and RSV CPE inhibition -2.2%.
O=C1CCCC2=C1C(c1ccc(O)cc1)c1c(ccc3ccccc13)N2 (configuration not stated) was read as XIAP displacement -14.2%, HIV fusion peptide -2.4%, LYP inhibition -12.7%, SIAH1 antagonists -5.3%, SV40 large T antigen 9.4%, AID2073 34.8% and RSV CPE inhibition 1.1%.
`CC(C)c1ccccc1NC(=O)C1C2C=CC(C2)C1C(=O)O` (configuration not stated) gave NS5 inhibitors -6.4%, Rac1 GTP hydrolysis -0.6%, HIV fusion peptide 1.0%, LYP inhibition -6.5%, SIAH1 antagonists -2.0%, SV40 large T antigen 4.5%, AID2073 1.5% and RSV CPE inhibition 1.5%.

The list goes on; the last two above are carried over.
O=C1CCCC2=C1C(c1ccc(O)cc1)c1c(ccc3ccccc13)N2 (configuration not stated) was read as XIAP displacement -14.2%, HIV fusion peptide -2.4%, LYP inhibition -12.7%, SIAH1 antagonists -5.3%, SV40 large T antigen 9.4%, AID2073 34.8% and RSV CPE inhibition 1.1%.
`CC(C)c1ccccc1NC(=O)C1C2C=CC(C2)C1C(=O)O` (configuration not stated) gave NS5 inhibitors -6.4%, Rac1 GTP hydrolysis -0.6%, HIV fusion peptide 1.0%, LYP inhibition -6.5%, SIAH1 antagonists -2.0%, SV40 large T antigen 4.5%, AID2073 1.5% and RSV CPE inhibition 1.5%.
Screening CCOC(=O)c1c(NC(=O)CN(C)C2CCN(C)CC2)sc(C(=O)Nc2ccccc2)c1C returned XIAP displacement -1.8%, NS5 inhibitors 2.3%, Rac1 GTP hydrolysis 76.9µM*, HIV fusion peptide 1.0%, LYP inhibition -2.1%, SIAH1 antagonists 4.3%, SV40 large T antigen 3.8%, AID2073 1.9% and RSV CPE inhibition -3.0%.
Screening COc1ccc(C(=O)CSc2nc(C)cc(=O)[nH]2)cc1 returned XIAP displacement 0.0%, NS5 inhibitors 2.1%, Rac1 GTP hydrolysis 10.3%, HIV fusion peptide 1.1%, LYP inhibition -1.2%, SIAH1 antagonists 7.1%, SV40 large T antigen 6.6%, AID2073 -3.4% and RSV CPE inhibition -1.4%.
Screening CC1C/C(=N/Nc2ccc([N+](=O)[O-])cc2[N+](=O)[O-])CC(C)(C)C1 (configuration not stated) returned XIAP displacement -5.3%, NS5 inhibitors -7.4%, Rac1 GTP hydrolysis 0.4%, HIV fusion peptide -2.3%, LYP inhibition -2.3%, SIAH1 antagonists 13.1%, SV40 large T antigen 22.3%, AID2073 -5.1% and RSV CPE inhibition 0.4%.
For CCOC(=O)c1ccc(NC(=O)CSc2nc3cccnc3n2C)cc1 the results were XIAP displacement -1.4%, NS5 inhibitors 2.4%, Rac1 GTP hydrolysis 12.8%, HIV fusion peptide 3.9%, LYP inhibition -3.0%, SIAH1 antagonists 16.7%, SV40 large T antigen 1.5%, AID2073 -1.0% and RSV CPE inhibition 3.3%.
Screening Cn1cc([N+](=O)[O-])c(C(=O)Nc2ccn(Cc3c(F)c(F)cc(F)c3F)n2)n1 returned XIAP displacement -8.2%, NS5 inhibitors -4.1%, Rac1 GTP hydrolysis 4.2%, HIV fusion peptide -0.8%, LYP inhibition -6.8%, SIAH1 antagonists -8.5%, SV40 large T antigen -5.4% and AID2073 -5.3%.
`O=C(CSc1nnc(-c2ccco2)n1Cc1ccco1)NCc1ccccc1` gave XIAP displacement -21.2%, NS5 inhibitors -3.7%, Rac1 GTP hydrolysis 1.4%, HIV fusion peptide -0.9%, LYP inhibition -4.1%, SIAH1 antagonists 2.4%, SV40 large T antigen 5.1%, AID2073 -5.2% and RSV CPE inhibition 1.5%.
Screening CCCCNC(=O)CC1C(=O)N(Cc2ccccc2)C(C)c2nc3ccccc3n21 (configuration not stated) returned XIAP displacement -4.6%, NS5 inhibitors -5.6%, Rac1 GTP hydrolysis 18.4%, HIV fusion peptide 2.3%, LYP inhibition -2.4%, SIAH1 antagonists -1.5%, SV40 large T antigen 17.6%, AID2073 18.2% and RSV CPE inhibition -0.2%.
`CCOC(=O)c1ccc(NC(=O)CN(c2ccc(C)cc2)S(=O)(=O)c2c(C)nn(C)c2C)cc1` gave XIAP displacement 0.5%, NS5 inhibitors -4.2%, Rac1 GTP hydrolysis 10.2%, HIV fusion peptide 0.7%, LYP inhibition -5.1%, SIAH1 antagonists 4.5%, SV40 large T antigen -4.7%, AID2073 -9.2% and RSV CPE inhibition 5.0%.
`CCC/C(=N\NC(=O)Cc1csc(N2CCOCC2)n1)c1ccccc1` gave XIAP displacement -7.8%, NS5 inhibitors -10.9%, Rac1 GTP hydrolysis 3.1%, HIV fusion peptide -0.5%, LYP inhibition 2.3%, SIAH1 antagonists -2.2%, SV40 large T antigen 1.2%, AID2073 -8.7% and RSV CPE inhibition 1.3%.
For CCSc1nnc(NC(=O)c2cccc3ccccc23)s1 the results were XIAP displacement -2.7%, NS5 inhibitors -1.4%, Rac1 GTP hydrolysis 6.3%, HIV fusion peptide 3.5%, LYP inhibition 3.4%, SIAH1 antagonists 0.2%, SV40 large T antigen 3.8%, AID2073 8.8% and RSV CPE inhibition 3.4%.
For Cc1ccc(-c2noc(-c3ccno3)n2)cc1 the results were NS5 inhibitors 13.1%, Rac1 GTP hydrolysis -12.8%, HIV fusion peptide 3.2%, LYP inhibition -6.0%, SIAH1 antagonists 12.3%, SV40 large T antigen 14.8%, AID2073 5.3% and RSV CPE inhibition 1.4%.
Screening Fc1ccc(CNCc2ccc(Br)cc2)cc1 returned XIAP displacement -8.1%, NS5 inhibitors 5.1%, Rac1 GTP hydrolysis -6.5%, HIV fusion peptide 1.3%, LYP inhibition -11.6%, SIAH1 antagonists -1.5%, SV40 large T antigen 9.5%, AID2073 inconclusive and RSV CPE inhibition 0.0%.
`COc1ccc2c(c1)C(=O)c1ccccc1CO2` gave XIAP displacement -8.7%, NS5 inhibitors 2.4%, Rac1 GTP hydrolysis 6.7%, HIV fusion peptide -0.1%, LYP inhibition -10.4%, SIAH1 antagonists -3.6%, SV40 large T antigen 10.1%, AID2073 -21.2% and RSV CPE inhibition 3.7%.
For COc1cccc(NC(=O)N2CCCc3ccccc32)c1 the results were XIAP displacement 0.8%, NS5 inhibitors 3.6%, Rac1 GTP hydrolysis 7.7%, HIV fusion peptide -1.3%, LYP inhibition -7.8%, SIAH1 antagonists -1.9%, SV40 large T antigen 0.0%, AID2073 -5.2% and RSV CPE inhibition -0.2%.
`CCOC(=O)c1c(CSc2ccccc2)oc2ccc(O)cc12` gave XIAP displacement -6.3%, NS5 inhibitors -9.8%, Rac1 GTP hydrolysis 11.5%, HIV fusion peptide -1.8%, LYP inhibition 5.0%, SIAH1 antagonists 9.6%, SV40 large T antigen 8.7%, AID2073 -1.8% and RSV CPE inhibition 15.9%.
`COc1cc(Nc2c3ccccc3nc3ccccc23)cc(OC)c1OC` gave NS5 inhibitors 5.9%, Rac1 GTP hydrolysis 21.2%, HIV fusion peptide -2.8%, LYP inhibition -9.1%, SIAH1 antagonists -6.0%, SV40 large T antigen 10.7%, AID2073 0.7% and RSV CPE inhibition 0.5%.
